Compound activity: PubChem, several laboratories
hcDAF-12 act = H. contortus DAF-12 activation, primary screen; AID 652067; activation, % at 6.8 µM; HEK293 hcDAF-12 lit1-tk-luc reporter, luminescence; 0% DMSO, 100% Δ7-dafachronic acid; hit rate 1.4% among 370,000;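 active = activation above the mean of all tested compounds plus 3 SD, cut at about 5.5% in these data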;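 note: 100% = response to 3 µM Δ7-dafachronic acid high control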
HGIII-sPLA2 inh = Blocks human group III sPLA2 activity. Q9NZ20. QFRET BODIPY PC-A2 liposome hydrolysis, fluorescence. inhibition, % at 12.2 µM. hit rate 0.56% among 370,000. AID 743126;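 active = inhibition above mean plus 3 SD of compounds lying within the high and low control bounds, cut at about 19% in these data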;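 note: 0% = median of test compound wells and 100% = no enzyme DMSO wells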
ssDAF-12 act = activates DAF-12 receptor from parasite S. stercoralis | activation, % at 6.8 µM | hit rate 1% among 370,000 | AID 652126 | HEK293 ssDAF-12/GRIP1 lit1-tk-luc reporter, luminescence; % of 3 µM dafachronic acid response;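 active = activation above the mean over all tested compounds plus 3 SD, cut at about 0.9% in these data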;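 note: 0% = DMSO-only wells and 100% = 3 µM delta7-dafachronic acid wells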
proKLK7 act = proKLK7 (human) activation, primary screen. AID 652039. activation, % at 7 µM. P49862. hit rate 0.9% among 370,000. purified proKLK7, EDANS-DABCYL substrate fluorescence; 100% is mature enzyme control, 0% vehicle;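 active = activation above the mean of all tested compounds plus 3 SD, computed per campaign excluding outliers beyond control limits, cut at about 13% in these data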
SMARCA2 act = activators of SMARCA2 function; activation, % at 9.1 µM; hit rate 1% among 370,000; AID 652017; MG213 cells, MMTV-luciferase reporter, dexamethasone, overnight; in the data active = activation above about 7.8%;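 note: 0% = vehicle wells and 100% = reference activator wells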
GAA850 FXN act = frataxin GAA850 promoter activation | HEK293 lucGAA850 FXN promoter luciferase reporter, 24 h; percent of 10 µM SAHA response | activation, % at 6 µM | hit rate 0.56% among 360,000 | AID 540364;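 active = activation above the average of all compounds screened plus 3 SD, cutoff fixed separately per campaign, cut at about 7.5% in these data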;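 note: 0% = DMSO wells and 100% = 10 µM SAHA wells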
NPR1 activator = GC-A (human) enzyme activation. hit rate 0.14% among 370,000. HEK293 GC-A cells, cGMP TR-FRET, EC30 ANP; 0% at EC30 ANP, 100% saturating ANP. activation, % at 10 µM; in the data active = activation above about 40%
NPR2 activator = GC-B (human) receptor activation; HEK293-GC-B cells, CNP EC30, cGMP TR-FRET; 0% at EC30 CNP, 100% saturating CNP; activation, % at 10 µM; hit rate 0.11% among 370,000;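 active = activation at 10 µM reaching about 35% in either raw or pattern-adjusted values, limit read from the data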
Target sequence (P20594 whole entry, looked up): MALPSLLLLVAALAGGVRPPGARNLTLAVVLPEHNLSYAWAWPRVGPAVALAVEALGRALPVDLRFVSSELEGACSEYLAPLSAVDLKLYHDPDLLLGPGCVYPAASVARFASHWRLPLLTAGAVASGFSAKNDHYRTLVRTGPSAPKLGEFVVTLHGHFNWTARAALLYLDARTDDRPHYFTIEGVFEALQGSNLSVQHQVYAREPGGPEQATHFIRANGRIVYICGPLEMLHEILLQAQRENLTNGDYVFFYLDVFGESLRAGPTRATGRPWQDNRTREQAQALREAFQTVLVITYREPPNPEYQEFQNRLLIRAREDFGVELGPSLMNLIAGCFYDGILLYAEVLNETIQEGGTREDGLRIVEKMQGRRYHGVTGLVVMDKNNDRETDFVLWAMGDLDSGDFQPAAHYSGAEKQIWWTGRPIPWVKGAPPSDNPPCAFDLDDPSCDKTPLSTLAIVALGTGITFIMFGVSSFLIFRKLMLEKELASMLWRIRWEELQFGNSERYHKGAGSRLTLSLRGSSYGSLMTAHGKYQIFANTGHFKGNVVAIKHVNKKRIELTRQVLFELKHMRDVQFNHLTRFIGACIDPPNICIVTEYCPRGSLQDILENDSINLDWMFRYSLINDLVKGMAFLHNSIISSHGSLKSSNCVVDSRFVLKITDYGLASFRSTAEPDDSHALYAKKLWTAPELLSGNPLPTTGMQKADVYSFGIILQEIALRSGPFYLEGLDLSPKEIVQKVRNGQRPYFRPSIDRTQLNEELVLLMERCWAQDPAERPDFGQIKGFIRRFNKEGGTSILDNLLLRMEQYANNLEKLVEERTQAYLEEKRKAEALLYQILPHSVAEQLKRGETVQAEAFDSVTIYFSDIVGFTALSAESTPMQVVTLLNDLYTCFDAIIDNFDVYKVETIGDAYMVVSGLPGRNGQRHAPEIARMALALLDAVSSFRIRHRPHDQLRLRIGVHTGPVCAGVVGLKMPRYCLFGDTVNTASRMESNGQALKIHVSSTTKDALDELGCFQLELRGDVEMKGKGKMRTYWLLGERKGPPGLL
DAX1 inh-1 = DAX1 (NR0B1) inhibition, primary screen; HEK293T StAR-luciferase reporter, SF-1/DAX-1 repression relief; inhibition, % at 6.8 µM; hit rate 1.1% among 370,000; AID 652010;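 active = inhibition above the mean over all tested compounds plus 3 SD, cut at about 3.6% in these data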;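 note: 0% = DAX-1 cells with DMSO and 100% = cells lacking DAX-1 with DMSO; higher inhibition means more luminescence from relief of DAX-1 repression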
DAX1 inh-2 = inhibitors of human orphan nuclear receptor DAX1 (NR0B1) | P51843 | HEK293 Gal4-DAX1 luciferase reporter, luminescence | inhibition, % at 6.75 µM | hit rate 0.99% among 340,000 | AID 504766;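 active = inhibition above the mean over all tested compounds plus 3 SD, cut at about 4.2% in these data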;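 note: 0% = DAX1-transfected cells with DMSO and 100% = empty-vector control cells with DMSO; inhibition shows as a rise in luminescence from relieved DAX1 repression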
hgDAF-12 ag = activates the H. glycines DAF-12 receptor ligand-binding domain; HEK293 GAL4-hgDAF12 UAS-luciferase reporter, agonist luminescence; normalized to butyrate control; activation, % at 6.8 µM; hit rate 1.8% among 370,000;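 active = activation above a cutoff set at the mean of all screened compounds plus 3 SD, cut at about 10% in these data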;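 note: 0% = DMSO wells and 100% = sodium butyrate wells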
Active calls of the source: *; . = no result given.

compound	hcDAF-12 act	HGIII-sPLA2 inh	ssDAF-12 act	proKLK7 act	SMARCA2 act	GAA850 FXN act	NPR1 activator	NPR2 activator	DAX1 inh-1	DAX1 inh-2	hgDAF-12 ag
CCNc1nc(SCC(=O)Nc2ccc(Cl)c(Cl)c2)nc(N(C)C)n1	-0.2	6	-1.6	0.4	-6	0.2	-20	-13	-0.3	-0.4	-0.3
O=C(Nc1cccc(C(=O)N2CCCCC2)c1)c1ccc(Cl)cc1	-1.4	0	-0.7	0.3	0	0.3	2	-4	-1.1	-0.7	-0.1
Oc1ccccc1OCC(O)c1ccccc1 (stereo not given)	-1.6	-21	-1.0	-0.5	-2	0.6	3	1	-0.1	-0.5	1.5
CN1CCN(c2ccc(NC(=O)c3ccc(-c4cccc([N+](=O)[O-])c4)o3)cc2)CC1	-3.1	-3	-1.1	-0.1	3	1.7	-3	9	-0.5	0.4	1.2
CCOC(=O)CSc1nnc(CNC(=O)c2ccco2)n1C	-1.8	5	-1.1	0.2	4	0.0	-1	-1	0.6	-0.1	1.9
Cc1ccc(-n2cccc2/C=C2/NC(=O)N(CC(=O)Nc3cccc(C)c3)C2=O)cc1	-1.7	-10	-1.1	-1.0	-3	1.2	-7	-3	0.3	0.1	2.7
O=C1CN(S(=O)(=O)c2ccccc2)c2ccccc2N1	-1.4	3	-1.8	1.5	-3	-0.7	-1	4	0.2	-0.6	0.4
CCC(=O)N1c2ccccc2C(N(C(C)=O)c2ccccc2)CC1C (stereo not given)	1.7	5	-0.8	-0.1	-2	-4.1	-6	-3	0.9	3.5	-0.9
COc1ccc(CNC(=O)OC2CC3CC2[C@H]2CCCCN2C3)cc1 (stereo not given in full)	-3.6	1	0.1	0.0	2	.	2	1	-1.1	.	1.1
O=C(NCc1cccnc1)c1[nH]c(C(F)(F)F)nc1-c1ccccc1	3.7	-1	-0.7	-0.6	2	.	1	1	0.0	.	0.1
COCCCN1C(=O)CS/C1=N\S(=O)(=O)c1ccccc1	-1.7	-31	-1.1	0.2	-3	1.5	1	1	-0.7	0.3	-3.1
CC(C)(C)NC(=O)C(c1ccc(C(F)(F)F)cc1)n1c(=O)c(-c2ccccc2)nc2ccccc21 (stereo not given)	-0.1	0	0.9	-1.6	1	.	3	0	2.0	.	3.1
COc1ccc(C2CC(=O)Nc3ccccc3S2(=O)=O)cc1OC (stereo not given)	-2.0	6	-0.8	0.8	2	2.3	7	0	-0.4	-1.0	2.6
CCOc1ccc(OCc2cccc(C(=O)N/N=C/c3cccnc3)c2)cc1	4.3	4	0.1	-14	8.5*	2.4	-5	3	3.7*	-6.5	15*
O=C1CC(N2CCN(S(=O)(=O)c3cccc(C(F)(F)F)c3)CC2)C(=O)N1Cc1ccccc1 (stereo not given)	-1.1	-20	-0.4	-0.7	-5	-0.1	-1	-1	-0.5	-0.9	0.6
COCCNC(=O)c1c[nH]c2ccc(S(=O)(=O)N3CCc4ccccc43)cc2c1=O	-2.9	-4	-2.3	0.3	-6	-0.3	-12	-5	-1.9	-1.8	-6.4
Cc1cc(C)c(C#N)c(SCC(=O)N(C)C2CCCCC2)n1	-2.2	-2	-1.0	0.5	-2	1.0	-8	-2	0.5	-0.9	-1.7
CCOC(=O)CN1C(=O)S/C(=C\c2ccc(-c3cccc(C(=O)O)c3C)o2)C1=O	1.2	-8	-0.3	0.0	4	2.1	1	0	0.1	.	2.8
COc1ccccc1/C=C1\S/C(=N/NC(=O)c2cccc(Br)c2)NC1=O	3.8	1	-0.5	0.2	2	-0.9	-5	-4	0.8	-1.1	4.7
CCN1CCCC1CNS(=O)(=O)c1ccc(C(=O)Nc2ccccc2)cc1 (stereo not given)	0.1	-1	-0.9	-0.3	0	-0.8	0	-4	-0.6	-0.6	-0.2
CCOCCCn1cnc2c(c1=O)c1nc3ccccc3nc1n2-c1ccc(C)cc1	-1.8	4	-1.9	0.3	4	0.6	1	-6	-0.1	-1.6	-1.3
CC(=O)NC(c1cc(Cl)c2cccnc2c1O)C(C)C (stereo not given)	-3.3	-4	-1.5	0.5	0	-3.3	2	-1	-1.6	-1.3	-5.3
Cc1ccc2nc(N/C(=N/S(=O)(=O)c3cccs3)c3ccccc3Cl)sc2c1	0.5	-51	-1.3	0.3	0	0.1	-4	1	-0.6	-0.5	1.5
CCOc1ccc(C(C)C)cc1S(=O)(=O)N1CCOCC1	1.6	-4	-1.0	0.1	-1	2.0	-3	-3	-0.1	2.6	-1.2
CC1(C)CC(=O)C2=C(C1)NC1=C(C(=O)c3ccccc31)C2c1ccc(Cl)cc1 (stereo not given)	6.4*	6	0.0	-0.3	-5	-4.4	-21	-10	0.0	-1.1	-1.0
CC(C)N1CCCC(C)(C(=O)Nc2nccc3ccccc23)C1 (stereo not given)	2.0	-1	-0.6	0.8	-3	-1.1	1	4	0.5	.	-2.9
Cc1nc(NC(=O)/C=C/c2ccccc2)n[nH]1	0.2	1	-1.1	0.7	6	7.4	-1	7	0.6	-0.6	-2.4
S=C(c1ccc(-c2ccc(Cl)cc2Cl)o1)N1CCCCC1	5.0	15	0.9	0.3	-3	2.9	8	10	1.8	3.6	8.5
Cc1c(C(=O)N2CCCCC2)c(S(=O)(=O)N2c3ccccc3CC2C)c(C)n1C (stereo not given)	0.5	0	-0.7	0.1	0	0.5	2	-4	-0.2	0.1	-0.6
CC(C)Cn1cnc2c1c(=O)n(CC(=O)N(C)C)c(=O)n2Cc1ccccc1	-1.4	4	-0.8	1.4	-4	0.0	2	7	0.4	-1.1	1.1

Retrieved one by one from the list above (4):
compound	hcDAF-12 act	HGIII-sPLA2 inh	ssDAF-12 act	proKLK7 act	SMARCA2 act	GAA850 FXN act	NPR1 activator	NPR2 activator	DAX1 inh-1	DAX1 inh-2	hgDAF-12 ag
CC1(C)CC(=O)C2=C(C1)NC1=C(C(=O)c3ccccc31)C2c1ccc(Cl)cc1 (stereo not given)	6.4*	6	0.0	-0.3	-5	-4.4	-21	-10	0.0	-1.1	-1.0
Cc1nc(NC(=O)/C=C/c2ccccc2)n[nH]1	0.2	1	-1.1	0.7	6	7.4	-1	7	0.6	-0.6	-2.4
O=C1CC(N2CCN(S(=O)(=O)c3cccc(C(F)(F)F)c3)CC2)C(=O)N1Cc1ccccc1 (stereo not given)	-1.1	-20	-0.4	-0.7	-5	-0.1	-1	-1	-0.5	-0.9	0.6
O=C(Nc1cccc(C(=O)N2CCCCC2)c1)c1ccc(Cl)cc1	-1.4	0	-0.7	0.3	0	0.3	2	-4	-1.1	-0.7	-0.1

Next records
compound	hcDAF-12 act	HGIII-sPLA2 inh	ssDAF-12 act	proKLK7 act	SMARCA2 act	GAA850 FXN act	NPR1 activator	NPR2 activator	DAX1 inh-1	DAX1 inh-2	hgDAF-12 ag
Cc1ccc(CCCOC(=O)C[N+]2(C)CCOCC2)cc1	-1.4	4	-0.9	-0.3	5	1.4	-1	3	-0.1	2.2	-0.5
O=C(COC(=O)c1ccc(O)cc1)Nc1ccccc1[N+](=O)[O-]	-0.1	-8	-0.6	-0.2	-1	0.7	0	-2	-0.7	-0.9	0.7
COC(=O)c1onc(-c2c(OC)cc(OC)cc2OC)c1C(=O)OC	2.4	18	0.0	0.3	-1	0.6	-4	5	-0.5	-0.1	1.9
O=S(=O)(c1ccc2ccccc2c1)N1CCCCCC1	0.5	-4	-0.9	0.0	-1	1.0	-1	1	-0.4	-0.8	-0.8
CCc1nc(C)ccc1OCC(=O)O	-1.3	9	-1.4	-0.9	0	-0.1	4	6	-0.3	1.3	1.2
Cc1ccc(CNC(=O)C2CCCN(S(=O)(=O)c3c(C)n[nH]c3C)C2)cc1 (stereo not given)	-1.6	9	-0.8	0.2	-4	-0.6	3	-1	0.7	-1.1	-1.4
COc1cc(-c2nc3oc4ccccc4c(=O)c3c(=O)n2Cc2ccco2)cc(OC)c1OC	-1.8	0	-1.3	0.7	6	-3.0	17	15	-1.0	-0.4	-1.9
O=C(CN(Cc1ccccc1Cl)C(=O)CCC(=O)Nc1nccs1)NCC1CCCO1 (stereo not given)	0.6	1	-1.1	0.0	2	1.2	-5	-5	-0.3	-1.0	2.5
Cc1cc(OCCN2CCOCC2)nc2ccccc12	-1.0	-3	-1.0	0.7	0	0.1	0	4	-0.2	-0.8	0.7
O=C(NCCCN1CCCC1)c1[nH]c(C(F)(F)F)nc1-c1ccccc1	0.0	11	-1.0	-0.4	-4	.	-2	1	-0.6	.	-3.9
CCN(C[C@H]1N[C@@](Cc2ccccc2)(C(=O)OC)[C@H]2C(=O)N(Cc3ccccc3)C(=O)[C@@H]12)C(=O)Nc1ccc(C(F)(F)F)cc1	1.5	-3	-1.6	0.3	-5	-4.7	-2	9	1.3	1.3	2.5
CCOC(=O)c1ccc(NC(=O)CCNS(=O)(=O)c2cccs2)cc1	-1.1	-13	-0.7	-0.9	-2	-2.0	-2	-3	0.4	3.3	1.1

Given with two lines to a compound: 2 of the compounds above.
Below each SMILES: hcDAF-12 act, HGIII-sPLA2 inh, ssDAF-12 act, proKLK7 act, SMARCA2 act, GAA850 FXN act, NPR1 activator, NPR2 activator, DAX1 inh-1, DAX1 inh-2, hgDAF-12 ag
Cc1ccc(CCCOC(=O)C[N+]2(C)CCOCC2)cc1
  -1.4, 4, -0.9, -0.3, 5, 1.4, -1, 3, -0.1, 2.2, -0.5
O=C(COC(=O)c1ccc(O)cc1)Nc1ccccc1[N+](=O)[O-]
  -0.1, -8, -0.6, -0.2, -1, 0.7, 0, -2, -0.7, -0.9, 0.7
